PvdQ inh: blocks Pseudomonas aeruginosa PvdQ acylase activity; purified PvdQ acylase, fluorescence plate reader; inhibition, % at 10 µM; 340,000 compounds, 0.063% hits; in the data active means inhibition above about 30%, passing the limit was not always enough; inconclusive means no clear call, values can overlap the other calls;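 further: 0% = vehicle neutral wells and 100% = reference inhibitor wells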
Rtt109 Vps75: blocks Candida albicans Rtt109/Vps75 acetyltransferase activity | AID 540336 | inhibition, % at 34.9 µM | 330,000 compounds, 0.16% hits | Q5AAJ8 | purified Rtt109/Vps75, ThioGlo CoA-SH fluorescence, 4 h;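 active means inhibition of at least 50% in every replicate; inconclusive means best replicate reaches 50% inhibition but some replicates fall short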
Target sequence (Q5AAJ8 whole entry, looked up): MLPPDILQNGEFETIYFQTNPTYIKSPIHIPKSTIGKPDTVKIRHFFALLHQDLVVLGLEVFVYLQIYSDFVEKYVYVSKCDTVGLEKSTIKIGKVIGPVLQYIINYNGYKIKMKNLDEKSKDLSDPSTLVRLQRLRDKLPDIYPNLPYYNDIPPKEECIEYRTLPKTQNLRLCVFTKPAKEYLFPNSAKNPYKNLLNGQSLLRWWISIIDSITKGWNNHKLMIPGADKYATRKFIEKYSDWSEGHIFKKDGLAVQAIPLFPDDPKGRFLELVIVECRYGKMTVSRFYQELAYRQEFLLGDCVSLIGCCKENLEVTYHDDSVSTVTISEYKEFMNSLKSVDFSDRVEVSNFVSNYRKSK
Wnt bcat act: activators of Wnt/beta-catenin signaling; activation, % at 9.35 µM; 300,000 compounds, 1.2% hits; Wnt/beta-catenin reporter cell assay, activator, plate reader; AID 743398; in the data active means activation above about 30%, passing the limit was not always enough; inconclusive means no clear call, values can overlap the other calls;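 further: 0% = neutral control wells and 100% = positive control wells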
PfHsp90 set2: inhibits growth of yeast expressing Plasmodium falciparum Hsp90. S. cerevisiae expressing PfHsp90, BacTiter-Glo ATP, 48 h; yeast lacking PDR1 and PDR3 efflux regulators. inhibition, % at 9.4 µM. 310,000 compounds, 0.32% hits;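 active means every replicate shows inhibition above about 80%, whatever the replicate mean, limit read from the data; inconclusive means mean inhibition reaches the set limit but some replicate falls short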;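 further: 0% = DMSO neutral controls and 100% = 20 µM radicicol positive controls; yeast relying on Plasmodium falciparum Hsp90 in place of its own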
AddAB inh: less growth of phage-infected E. coli with AddAB. 330,000 compounds, 0.29% hits. E. coli expressing H. pylori AddAB, absorbance growth. inhibition, % at 11.9 µM; in the data active means inhibition above about 12%;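 further: 0% = vehicle wells of infected cells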
CAL PDZ FP: blocks peptide binding to human CAL PDZ domain; Q9HD26; purified CAL PDZ, TMR-peptide fluorescence polarization, 1 h; inhibition, % at 20 µM; 330,000 compounds, 0.02% hits;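 active means highest replicate inhibition of at least 40%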;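 further: plate controls were DMSO neutral control wells for no effect and unlabeled competitor peptide control wells for full effect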
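material = purified tagged CAL PDZ domain construct (CerCALP) | compound dosing = 20 µM, one dose | times = 1 h at RT | measured by = fluorescence polarization from S- and P-plane intensities, G-factor corrected | read-out = inhibition from polarization loss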
phage Ecoli inh: E. coli growth loss with phage present; inhibition, % at 11.9 µM; growth absorbance; AID 651602; 360,000 compounds, 0.26% hits; in the data active means inhibition above about 11%
Tat export inh: blocks Tat-dependent protein export in E. coli. E. coli MC4100 TorA-mCherry Tat export, fluorescence. inhibition, % at 10 µM. 340,000 compounds, 0.036% hits;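 active means mean replicate inhibition at least 50% and at least half of replicates individually reaching 50%; inconclusive means only one of the two criteria met; inactive means neither criterion met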;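 further: exported cargo escapes ClpAP degradation while cytoplasmic cargo is degraded and loses fluorescence; 0% = median of neutral control wells and 100% = median of NaSCN control wells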
DAGLB inh: blocks human DAGLB lipase activity. Q8NCG7. HEK293T DAGLB membrane lysate, EnzChek fluorogenic substrate. inhibition, % at 5.17 µM. 340,000 compounds, 0.059% hits. AID 504411; in the data active means inhibition above about 34%;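 further: 0% = enzyme with vehicle and 100% = wells lacking enzyme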
Target sequence (Q8NCG7 whole entry, looked up): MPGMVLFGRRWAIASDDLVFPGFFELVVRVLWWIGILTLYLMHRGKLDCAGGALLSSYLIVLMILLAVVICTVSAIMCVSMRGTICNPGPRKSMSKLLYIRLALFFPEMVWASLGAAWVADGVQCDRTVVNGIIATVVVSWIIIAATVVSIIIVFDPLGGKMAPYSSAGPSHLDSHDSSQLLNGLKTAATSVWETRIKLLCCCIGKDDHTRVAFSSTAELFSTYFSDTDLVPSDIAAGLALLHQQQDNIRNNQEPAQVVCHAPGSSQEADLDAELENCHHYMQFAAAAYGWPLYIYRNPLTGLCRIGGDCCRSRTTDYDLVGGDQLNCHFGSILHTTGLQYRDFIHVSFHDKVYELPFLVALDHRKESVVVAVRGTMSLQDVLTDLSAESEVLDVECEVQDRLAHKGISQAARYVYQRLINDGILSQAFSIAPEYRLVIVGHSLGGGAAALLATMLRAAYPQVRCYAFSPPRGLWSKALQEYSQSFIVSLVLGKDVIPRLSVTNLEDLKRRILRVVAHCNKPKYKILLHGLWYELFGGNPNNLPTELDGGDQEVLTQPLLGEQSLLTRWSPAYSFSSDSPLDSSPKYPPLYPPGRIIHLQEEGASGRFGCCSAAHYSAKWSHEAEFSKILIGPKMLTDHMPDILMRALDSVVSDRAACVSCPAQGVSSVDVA
Ecoli viability: counter-screen for AddAB inhibitors: E. coli growth inhibition. E. coli V3065 growth, OD600 absorbance, 18 h. 330,000 compounds, 0.27% hits. inhibition, % at 11.9 µM;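 active means inhibition above the campaign's mean inhibition across all tested compounds plus 3 SD, cut at about 9.9% in these data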;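 further: uninfected addAB+ strain grown without phage in ampicillin broth; 0% = DMSO wells and 100% = ciprofloxacin 0.95 µg/ml wells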
An asterisk follows results filed as active.

COc1ccc(-n2c(COc3cccc(C)c3)n[nH]c2=S)cc1 was read as PvdQ inh -1.4, Rtt109 Vps75 -2.2, Wnt bcat act -0.9, PfHsp90 set2 13.6, AddAB inh -0.2, CAL PDZ FP -0.3, phage Ecoli inh 1.1, Tat export inh 0.1, DAGLB inh 0.7 and Ecoli viability -0.1.
Screening Nc1[nH]nc2c1NN(c1ccc(Cl)cc1Cl)N2 returned PvdQ inh -0.6, Rtt109 Vps75 15.7, PfHsp90 set2 9.9, AddAB inh 2.8, CAL PDZ FP 0.2, phage Ecoli inh 1.9, Tat export inh 7.3, DAGLB inh 0.3 and Ecoli viability 1.6.
CC(C)N(C(=O)COC(=O)Cn1cnc2ccccc21)c1ccccc1 was read as PvdQ inh -2.3, Rtt109 Vps75 2.1, Wnt bcat act 16.9, CAL PDZ FP -1.4, phage Ecoli inh 4.5, Tat export inh 2.1 and DAGLB inh -4.9.
Screening Cc1nc([N+](=O)[O-])cn1CC(=O)NCCCO returned PvdQ inh -0.5, Rtt109 Vps75 4.9, PfHsp90 set2 11.0, AddAB inh 1.7, CAL PDZ FP -3.5, phage Ecoli inh -0.1, Tat export inh 0.6, DAGLB inh 0.1 and Ecoli viability -0.7.
Screening CC(=O)N1CCC[C@H]1C(=O)O returned PvdQ inh -5.5, Rtt109 Vps75 2.8, Wnt bcat act -0.2, PfHsp90 set2 -2.3, AddAB inh -0.8, CAL PDZ FP 0.3, phage Ecoli inh 3.2, Tat export inh -3.7, DAGLB inh -0.1 and Ecoli viability -1.7.
Screening Oc1ccccc1-n1nc2ccc3nonc3c2n1 returned PvdQ inh 2.5, Rtt109 Vps75 -4.3, Wnt bcat act 4.2, PfHsp90 set2 -6.6, AddAB inh -1.1, CAL PDZ FP -0.2, phage Ecoli inh 0.9, Tat export inh -6.0, DAGLB inh -7.3 and Ecoli viability 1.3.
COc1cccc(NC(=O)C(C)NS(=O)(=O)c2ccc(Br)cc2)c1 (configuration not stated) was read as PvdQ inh -8.3, Rtt109 Vps75 -3.8, Wnt bcat act -0.2, PfHsp90 set2 -13.0, AddAB inh -1.1, CAL PDZ FP -0.1, phage Ecoli inh 1.0, Tat export inh 5.0, DAGLB inh 2.4 and Ecoli viability -1.1.
`Cc1ccc(-n2c(C)cn(C(=O)c3ccccc3)c2=S)cc1` gave PvdQ inh inconclusive, Rtt109 Vps75 9.4, Wnt bcat act -0.2, AddAB inh 4.3, CAL PDZ FP -0.6, phage Ecoli inh 2.2, Tat export inh -4.2, DAGLB inh -3.1 and Ecoli viability 0.5.
`Cc1noc(C)c1COC(=O)Cn1c(C)nc2ccccc21` gave PvdQ inh -3.9, Rtt109 Vps75 -5.7, PfHsp90 set2 35.0, AddAB inh 0.5, CAL PDZ FP 1.0, phage Ecoli inh 1.6, Tat export inh 5.5, DAGLB inh 0.6 and Ecoli viability -1.4.
COc1ccc(-c2nc3ccccn3c2NCc2ccc3c(c2)OCO3)cc1 was read as PvdQ inh -9.5, Rtt109 Vps75 0.1, PfHsp90 set2 9.4, AddAB inh 0.2, CAL PDZ FP -0.4, phage Ecoli inh -0.6, Tat export inh -5.1, DAGLB inh 0.1 and Ecoli viability 0.9.
For CCOCCCN(C(=O)CCC(=O)Nc1cc(C)on1)C(C(=O)NC(C)(C)CC)c1cccc(OC)c1OC (configuration not stated) the results were PvdQ inh -13.6, Rtt109 Vps75 -0.4, Wnt bcat act 1.0, PfHsp90 set2 21.8, AddAB inh 2.7, CAL PDZ FP -3.8, phage Ecoli inh -0.1, Tat export inh 7.5, DAGLB inh 1.8 and Ecoli viability 1.3.
For S=C(NCCc1ccccc1)Nc1ccccc1Cl the results were PvdQ inh -8.2, Rtt109 Vps75 0.9, PfHsp90 set2 8.5, AddAB inh 1.4, CAL PDZ FP -4.2, phage Ecoli inh -1.4, Tat export inh -2.1, DAGLB inh -1.0 and Ecoli viability 0.2.
Screening CCOC(=O)C1CCN(C(c2ccccn2)c2c(C)[nH]c3ccccc23)CC1 (configuration not stated) returned PvdQ inh -10.4, Rtt109 Vps75 3.4, PfHsp90 set2 10.3, AddAB inh 1.3, CAL PDZ FP -0.4, phage Ecoli inh 2.5, Tat export inh -0.6, DAGLB inh 1.1 and Ecoli viability 1.0.
`COc1ccc(NS(=O)(=O)c2cc(NC(=O)Cc3cccs3)ccc2C)cc1` gave PvdQ inh -13.5, Rtt109 Vps75 -4.0, Wnt bcat act 0.2, PfHsp90 set2 1.9, AddAB inh 3.6, CAL PDZ FP -0.6, phage Ecoli inh 2.2, Tat export inh -7.0, DAGLB inh -0.1 and Ecoli viability 1.0.
For CC(=O)c1c(C)[nH]c(C(=O)Nc2ccc(F)c(F)c2F)c1C the results were PvdQ inh -12.9, Rtt109 Vps75 4.6, Wnt bcat act 3.3, PfHsp90 set2 -12.9, AddAB inh 1.7, CAL PDZ FP -1.8, phage Ecoli inh -0.3, Tat export inh 1.4, DAGLB inh 1.3 and Ecoli viability 1.1.
`CC(C)CNC(=O)c1cnn2c(C(F)(F)F)cc(C(F)(F)F)nc12` gave Wnt bcat act -0.3, AddAB inh 1.3, phage Ecoli inh 3.2 and Ecoli viability 2.7.
Screening COc1ccc(CCNC(=O)c2coc3ccccc3c2=O)cc1OC returned PvdQ inh -5.9, Rtt109 Vps75 -1.9, Wnt bcat act -0.1, PfHsp90 set2 1.3, AddAB inh 0.3, CAL PDZ FP 0.7, phage Ecoli inh 0.4, Tat export inh 2.2, DAGLB inh -1.5 and Ecoli viability -0.8.
For CN(C)c1ccc(CNC(=O)CCS(=O)(=O)c2ccc3c(c2)n(C)c(=O)c(=O)n3C)cc1 the results were PvdQ inh -7.8, Rtt109 Vps75 3.3, PfHsp90 set2 2.1, AddAB inh 2.0, CAL PDZ FP -0.7, Tat export inh -0.6, DAGLB inh -1.4 and Ecoli viability -0.8.
Screening CCC(C)NC(=O)c1ccccc1NC(=O)CN(c1ccc(OC)cc1)S(C)(=O)=O (configuration not stated) returned PvdQ inh 3.1, Rtt109 Vps75 3.0, PfHsp90 set2 9.8, AddAB inh 0.0, CAL PDZ FP -0.7, phage Ecoli inh 4.7, Tat export inh 4.2, DAGLB inh 0.4 and Ecoli viability -3.6.
For COc1cc(CC(=O)NC2CCCc3ccccc32)cc(OC)c1OC (configuration not stated) the results were PvdQ inh -13.8, Rtt109 Vps75 1.1, Wnt bcat act -5.5, PfHsp90 set2 4.2, AddAB inh 2.3, CAL PDZ FP -0.7, phage Ecoli inh 1.8, Tat export inh -0.3, DAGLB inh 1.5 and Ecoli viability 2.0.
`O=C(O)COc1ccccc1/C=N/NC(=O)CN1CCN(Cc2ccccc2Cl)CC1` gave PvdQ inh -6.1, Rtt109 Vps75 -20.2, Wnt bcat act 3.1, PfHsp90 set2 -5.2, AddAB inh 1.4, CAL PDZ FP 1.2, phage Ecoli inh 1.5, Tat export inh -2.5, DAGLB inh 1.5 and Ecoli viability 0.9.
CC(CCc1ccccn1)C(=O)C(C)CCc1ccccn1 (configuration not stated) was read as PvdQ inh -18.1, Rtt109 Vps75 -4.6, Wnt bcat act -3.4, PfHsp90 set2 -16.0, CAL PDZ FP -0.6, phage Ecoli inh 2.6, Tat export inh -1.0 and DAGLB inh 0.1.
CC1(C)CC(CC(=O)O)CC(C)(C)N1 was read as PvdQ inh 0.1, Rtt109 Vps75 -2.7, Wnt bcat act -0.5, AddAB inh 1.5, CAL PDZ FP -0.4, phage Ecoli inh 2.8, Tat export inh -0.4, DAGLB inh -1.0 and Ecoli viability 1.1.
Cc1ccc(NC(=O)C2CCCN(c3cnccn3)C2)c(C)c1 (configuration not stated) was read as PvdQ inh -14.2, Rtt109 Vps75 -5.8, Wnt bcat act 0.5, PfHsp90 set2 3.2, AddAB inh 0.6, CAL PDZ FP -2.8, phage Ecoli inh 3.5, Tat export inh 0.7, DAGLB inh 0.9 and Ecoli viability -1.6.
`COC(=O)NCC(c1cccnc1)N1CCN(c2ccccc2)CC1` (configuration not stated) gave PvdQ inh 12.7, Rtt109 Vps75 2.7, Wnt bcat act -1.9, PfHsp90 set2 -4.2, AddAB inh 1.0, CAL PDZ FP -0.5, phage Ecoli inh -0.5, Tat export inh 8.8, DAGLB inh -0.3 and Ecoli viability -1.3.
CCOCCCNC(=S)NCCCNc1nc2cc3c(cc2cc1C#N)OCO3 was read as PvdQ inh -15.9, Rtt109 Vps75 -70.9, Wnt bcat act 0.0, PfHsp90 set2 3.4, AddAB inh -1.5, CAL PDZ FP -1.5, phage Ecoli inh 2.9, Tat export inh 13.4, DAGLB inh 2.2 and Ecoli viability -2.0.
CNS(=O)(=O)c1cccc(C(=O)OCC(=O)Nc2ccc(N3CCCCC3)cc2)c1 was read as PvdQ inh 3.7, Rtt109 Vps75 14.9, Wnt bcat act 5.8, PfHsp90 set2 -7.5, AddAB inh 3.7, CAL PDZ FP -1.8, phage Ecoli inh 3.0, Tat export inh -7.1, DAGLB inh 4.5 and Ecoli viability 1.9.
For N#CCCN(Cc1ccncc1)C(=S)NC1CC2C=CC1C2 (configuration not stated) the results were PvdQ inh -16.1, Rtt109 Vps75 -1.8, Wnt bcat act 0.7, PfHsp90 set2 -11.1, AddAB inh -2.3, CAL PDZ FP 0.1, phage Ecoli inh 3.8, Tat export inh 5.5 and Ecoli viability -0.7.
For CN1CCN(c2ccccc2NC(=O)Cn2ncc3c([nH]c4ccccc43)c2=O)CC1 the results were PvdQ inh -1.2, Rtt109 Vps75 12.5, Wnt bcat act -1.1, PfHsp90 set2 1.7, AddAB inh 2.5, CAL PDZ FP -3.2, phage Ecoli inh -0.4, Tat export inh -8.2, DAGLB inh -1.8 and Ecoli viability -0.4.
Screening CCN(CC(=O)NCc1cccs1)S(=O)(=O)c1c(F)cccc1F returned PvdQ inh -12.6, Rtt109 Vps75 -8.2, Wnt bcat act -1.5, AddAB inh -0.8, CAL PDZ FP 0.4, phage Ecoli inh 1.4, Tat export inh 4.8, DAGLB inh -1.4 and Ecoli viability -1.8.
Screening C=CCNC(=S)Nc1cccc2[nH]ncc12 returned PvdQ inh 2.3, Rtt109 Vps75 25.1, Wnt bcat act -1.2, PfHsp90 set2 -6.3, AddAB inh 3.8, CAL PDZ FP 1.1, phage Ecoli inh 0.6, Tat export inh inconclusive, DAGLB inh -1.8 and Ecoli viability -3.5.
For N=c1sccn1CC(=O)Nc1ccc([N+](=O)[O-])cc1Cl the results were PvdQ inh -7.8, Rtt109 Vps75 3.8, Wnt bcat act -1.0, PfHsp90 set2 -2.9, AddAB inh 0.4, CAL PDZ FP -1.6, phage Ecoli inh 0.9, Tat export inh -0.8, DAGLB inh 3.4 and Ecoli viability 2.1.
`COc1ccnc(Oc2ccc(F)cc2)c1C(=O)N/C=N/OCc1c(Cl)cccc1Cl` gave PvdQ inh -10.2, Rtt109 Vps75 5.5, PfHsp90 set2 -28.3, AddAB inh 1.8, CAL PDZ FP -3.4, phage Ecoli inh -2.6, Tat export inh 13.2, DAGLB inh -1.1 and Ecoli viability -0.9.
CCc1ccc(NCc2ccc(OC)c(Cn3ccnc3)c2)cc1 was read as PvdQ inh -2.1, Rtt109 Vps75 11.9, Wnt bcat act 2.8, PfHsp90 set2 9.8, AddAB inh -2.8, CAL PDZ FP -1.1, phage Ecoli inh 2.1, Tat export inh 0.4, DAGLB inh 5.5 and Ecoli viability 0.3.

Screening data from PubChem BioAssay.
